Compound activity from PubChem.
MC4R barr agon: MC4R agonists recruiting beta-arrestin, primary screen, cell-based, luminescence, agonist arm of biased-ligand search; actives 0.98% (n = 360,000); AID 540308, 2011; activation, % at 8.9 µM; U2OS MC4R beta-arrestin complementation; percent of melanotan II response, DMSO zero;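 active = activation above a per-plate cutoff, the mean activation of sample wells on that plate plus 3 SD, cut at about 8% in these data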
Target sequence (P32245 whole entry, looked up): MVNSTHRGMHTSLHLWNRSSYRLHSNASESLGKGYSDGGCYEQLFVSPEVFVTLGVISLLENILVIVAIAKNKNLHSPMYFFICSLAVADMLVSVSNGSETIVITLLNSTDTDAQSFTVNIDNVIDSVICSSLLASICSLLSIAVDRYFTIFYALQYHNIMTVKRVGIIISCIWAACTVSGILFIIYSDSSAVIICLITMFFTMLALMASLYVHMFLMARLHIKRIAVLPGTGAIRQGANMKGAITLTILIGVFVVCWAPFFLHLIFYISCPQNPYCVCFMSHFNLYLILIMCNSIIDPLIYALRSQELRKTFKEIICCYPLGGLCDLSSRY
PDI turbidity: inhibitors of human PDI, primary screen, biochemical, turbidity, single point, plate reader | Protein disulfide-isomerase (Homo sapiens), P07237 | PDI insulin aggregation turbidity, A650, 90 min | inhibition, % at 10 µM | actives 0.052% (n = 350,000);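 active = mean inhibition across replicates of 30% or more, whatever share of single replicates reach that level; inconclusive = mean inhibition below 30% while every single replicate reaches 30%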;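 also: absorbance from insulin aggregation driven by PDI reduction with DTT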
Target sequence (P07237 whole entry, looked up): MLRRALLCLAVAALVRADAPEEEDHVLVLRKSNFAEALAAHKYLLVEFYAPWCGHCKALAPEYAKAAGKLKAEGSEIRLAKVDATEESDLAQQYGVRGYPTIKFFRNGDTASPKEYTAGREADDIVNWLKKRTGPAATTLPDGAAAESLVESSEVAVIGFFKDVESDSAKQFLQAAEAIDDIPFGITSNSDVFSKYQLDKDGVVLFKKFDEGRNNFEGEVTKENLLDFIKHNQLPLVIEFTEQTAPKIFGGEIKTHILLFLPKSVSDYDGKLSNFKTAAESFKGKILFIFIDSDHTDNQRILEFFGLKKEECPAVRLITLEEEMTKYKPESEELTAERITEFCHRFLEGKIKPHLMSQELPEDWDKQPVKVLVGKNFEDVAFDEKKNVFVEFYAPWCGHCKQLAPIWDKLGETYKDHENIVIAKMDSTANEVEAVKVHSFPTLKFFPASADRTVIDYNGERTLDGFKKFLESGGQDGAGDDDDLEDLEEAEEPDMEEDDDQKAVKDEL
aDG glyco act: activators of alpha-DG glycosylation, primary screen, uHTS, Pro5-aDG cells, AlphaScreen; alpha-DG glycosylation AlphaScreen (IIH6); 0% Pro5, 100% B10-LARGE cell signal; activation, % at 10 µM; actives 0.22% (n = 360,000);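 active = activation of at least 8% versus controls, or a plate z-score of at least 8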;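 also: Pro5 are CHO cells carrying HIG-tagged alpha-DG that lacks glycosylation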
HTR2A ag: mouse Htr2a agonists via beta-arrestin recruitment, primary screen, cell-based, luminescence; 5-hydroxytryptamine receptor 2A (Mus musculus), P35363; CHO-K1 mHTR2A beta-arrestin complementation; percent of 30 µM serotonin response; activation, % at 7.6 µM; actives 0.66% (n = 360,000); AID 624169, 2012;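 active = activation above a run cutoff, the mean activation of all tested compounds plus 3 SD, cut at about 14% in these data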;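 also: 0% = plate median of compound wells and 100% = 30 µM serotonin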
ABCB6 inh MLPCN: ABCB6 transporter inhibitors, primary screen, K562-ABCB6 cells, flow cytometry, MLPCN library | K562-ABCB6 porphyrin accumulation, 1 h; stronger effect = lower value | fluorescence ratio to DMSO, % at 10 µM | actives 0.19% (n = 360,000) | AID 602162, 2011;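 active = fluorescence ratio to DMSO below 75%, the collection mean minus 3 SD; inconclusive = too few cells collected in the well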;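 also: signal is porphyrin accumulated inside mitochondria; 100% equals median channel fluorescence of DMSO control wells; lower ratio means ABCB6 inhibition with less porphyrin fluorescence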
Vif imaging: HIV Vif self-association inhibitors, primary screen, imaging, HEK293T, single point. HEK293T cells, Vif self-association by quenched fluorescence, 24 h. inhibition, % at 7.49 µM. actives 0.35% (n = 340,000); in the data active = inhibition above about 50%, passing the limit was not always enough; inconclusive = no clear call, values can overlap the other calls; inactive = below about 31%; also: some results filed as inactive read as strong as hits
Cardio protect: cardioprotection against H2O2-induced cell death, primary screen, uHTS, H9c2 cells, ATPLite luminescence; H9c2 cardiomyocytes, H2O2 injury protection, 2 h; protection from H2O2 cell death, % at 20 µM; actives 0.63% (n = 360,000);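 active = compounds giving at least 50% protection of heart cells from peroxide-induced death in the single-dose screen, raw or plate-pattern-corrected value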;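 also: 0% = DMSO wells with peroxide and 100% = DMSO wells without peroxide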
MC4R antagonist: MC4R antagonists of cAMP signaling, primary screen, cell-based, TR-FRET, antagonist arm of biased-ligand search; Melanocortin receptor 4 (Homo sapiens), P32245; MC4R-expressing cells, MTII-stimulated cAMP, LANCE TR-FRET; inhibition, % at 6.5 µM; actives 0.48% (n = 360,000); AID 540295, 2011;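 active = inhibition above its plate's cutoff, the mean of tested wells on that plate plus 3 SD, cut at about 29% in these data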;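 also: 0% = Melanotan II alone and 100% = Melanotan II plus saturating MCL0020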
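Assay system: human MC4R-expressing U2OS cells; reagent: Melanotan II stimulation of cells; dosing: 6.5 µM single dose; timing: compound 30 min, challenge 1 h, detection 1 h; signal: TR-FRET cAMP assay; replicates: one well per compound, no replicates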
CaV13 ICDI inh: Disruptors of the CACNA1D IQ motif to Ca2+-dependent inactivation inhibitor domain association, primary screening, Förster resonance energy transfer in intact living …; HEK cells, CFP/YFP FRET ICDI-IQ, plate reader, 10 min; percent FRET-ratio fall versus neutral wells; inhibition, % at 12.3 µM; actives 0.098% (n = 340,000); AID 743397;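 active = mean replicate inhibition of at least 30% and at least 1% of replicates passing that level; inconclusive = only one of the two criteria is met; inactive = neither criterion is met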;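 also: 0% = median of the neutral control wells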
N-glyco inh: increase of ERlucT glycosylation luciferase signal, primary screen, N-linked glycosylation inhibitor project, D54 ERlucT cells, luminescence, set 2; D54 ERlucT glycosylation luciferase reporter, 24 h; percent of 100 nM tunicamycin response; reporter increase, % at 12.5 µM; actives 0.23% (n = 360,000); AID 588692, 2011;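 active = mean luciferase reporter signal, scaled so untreated is 0 and the glycosylation-blocking control 100, at or above a set limit in every replicate; inconclusive = mean reaches the limit but not every replicate does; inactive = mean below the limit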;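 also: luciferase carries N-glycosylation sites so blocking glycosylation raises the light; 0% = median of neutral control wells and 100% = median of 100 nM tunicamycin wells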
Active calls of the source: *; u = inconclusive; x = not tested or not shown; & = joins results of further samples.

Each structure is followed by: MC4R barr agon	PDI turbidity	aDG glyco act	HTR2A ag	ABCB6 inh MLPCN	Vif imaging	Cardio protect	MC4R antagonist	CaV13 ICDI inh	N-glyco inh
1. Cc1cccc(N=Cc2[nH]c3ccc(Br)c(Cl)c3c2O)c1
  -1.7	13	5.5	2	119	9	-9	-5	-6	2
2. CCCCNS(=O)(=O)c1ccc(S(=O)(=O)N2CCC3(CC2)OCCO3)cc1
  0.6	-1	0.2	-2	103	-4	-6	-3	-3	1
3. CCOC(=O)C1CCN(C(=O)CSc2nccc(C)n2)CC1
  -0.5	16	0.0	0	104	8	14	10	-7	3
4. CC(C)c1ccc(S(=O)(=O)N2CCN(C(=O)CCNC(=O)Nc3ccccc3)CC2)cc1
  -2.6	-10	-0.2	2	100	-6	4	0	-6	-1
5. COc1ccc(OC)c(NC(=O)CCCSc2ccccc2)c1
  1.7	-4	0.0	-2	98	-5	4	11	-5	-1
6. Cn1cccc1CC(=O)NNC(=S)Nc1ccccc1Cl
  -2.1	-7	-0.3	-1	105	22	0	1	-18	1
7. Cc1ccc(CN2C(=O)CCC2C(=O)NC(C)C)cc1 (stereo not drawn)
  0.2	-5	0.1	2	96	-10	-4	0	-5	2
8. Cc1oc(C2CC2)cc1C(=O)O
  0.1	7	-0.2	2	98	-2	0	5	-4	3
9. CN1C(=O)N(CC(=O)NCc2ccc(Cl)cc2Cl)C(=O)C12CCCCC2
  -1.1	14	-0.1	1	95	8	-6	3	-3	1
10. Cc1ccc(NC(=S)NC(=O)CC2CC(C)(C)OC2=O)cc1 (stereo not drawn)
  -3.0	6	-0.1	-1	98	-12	-4	12	11	0
11. CCOc1ccc(NC(=O)CN(C)C(=O)c2nc3nc(C)cc(C)n3n2)cc1OCC
  -1.0	-2	0.0	0	90	10	12	1	-6	1
12. COc1cc(OC)c(N2CC(C(=O)Nc3cc(Cl)ccc3N3CCOCC3)CC2=O)cc1Cl (stereo not drawn)
  -1.3	-2	0.2	1	103	-2	3	-24	-2	u
13. COc1ccc(Cc2nc3ccc(S(=O)(=O)N4CCOCC4)cc3[nH]2)cc1
  0.3	10	-0.2	-4	98	2	14	16	x	0
14. COc1ccc(C(=O)C2CCCN(C(=O)/C=C/c3ccccn3)C2)c(C)c1 (stereo not drawn)
  -1.6	-1	0.1	8	105	0	2	-12	-6	2
15. Cc1c(Cl)cnc(NC(=O)CSc2nnnn2C)c1Cl
  -1.3	14	-0.1	-1	99	20	2	5	-3	2
16. COc1ccc(C2C3(C#N)C(N)=NC(OC)(OC)C23C#N)cc1 (stereo not drawn)
  -0.4	-1	-0.4	3	102	-1	1	10	-7	-2
17. CSc1ccc(CN2CCC(CO)(CCOc3ccccc3)CC2)cc1
  2.2	2	0.1	-4	98	-9	5	14	-20	-1
18. CCOC(=O)N1CCC(NC(=O)c2sc(-n3cccc3)nc2C)CC1
  0.3	-3	0.1	-1	101	-6	4	8	-5	-2
19. COc1ccc2c(c1OC)C(=O)OC2Nc1ncc(Br)cc1Br (stereo not drawn)
  -0.2	1	-0.1	0	94	2	-2	2	-3	-1
20. O=S1(=O)CC2N=C(N(Cc3c(F)cccc3Cl)c3ccccc3F)SC2C1 (stereo not drawn)
  -2.3	-1	0.0	-3	99	7	-3	-5	-4	-1

Profiles, looked up by structure. Values in the order: MC4R barr agon	PDI turbidity	aDG glyco act	HTR2A ag	ABCB6 inh MLPCN	Vif imaging	Cardio protect	MC4R antagonist	CaV13 ICDI inh	N-glyco inh
Cn1cccc1CC(=O)NNC(=S)Nc1ccccc1Cl across the screens: -2.1	-7	-0.3	-1	105	22	0	1	-18	1
COc1ccc(C(=O)C2CCCN(C(=O)/C=C/c3ccccn3)C2)c(C)c1 (stereo not drawn) across the screens: -1.6	-1	0.1	8	105	0	2	-12	-6	2

(next part)
Each structure is followed by: MC4R barr agon	PDI turbidity	aDG glyco act	HTR2A ag	ABCB6 inh MLPCN	Vif imaging	Cardio protect	MC4R antagonist	CaV13 ICDI inh	N-glyco inh
21. COCOc1cccc(CN2CCC2(C)C(=O)Nc2cc(OC)ccc2OC)c1 (stereo not drawn)
  1.1	1	0.4	-3	101	x	-7	11	-8	-2
22. Cc1ccc(-c2cn(-c3ccccc3)c3[n+]2CCCS3)cc1
  -0.2&-2.3	2&-5	1.2&-0.2	1&0	84&83	-24&1	-26&-8	5&12	-1&-2	1&-1
23. Cc1cc(OC(=O)c2ccccc2C)c([N+](=O)[O-])c(=O)[nH]1
  1.7	-3	-0.1	-1	88	-4	0	6	-3	0
24. COc1ccccc1C(=O)Nc1ccnn1C1CCN(Cc2cnn(C)c2)CC1
  1.8	11	-0.3	5	103	x	5	-2	-14	x
25. COc1ccc(CN2CCN(C(=O)CCC(=O)Nc3nnc(C(F)(F)F)s3)CC2)cc1F
  -0.5	4	0.1	1	104	8	-1	17	-7	1
26. COc1ccc(C(=O)n2cnc3ccccc32)cc1
  0.8	4	0.0	-1	101	2	0	10	-6	0
27. Cc1cccc(C)c1OCC(=O)Nc1cccc(S(=O)(=O)N2CCCCCC2)c1
  -0.8	-4	0.2	-7	101	x	-2	9	-7	-6
28. Cc1ccc(N2C(=O)c3ccc(N)cc3C2=O)cc1
  0.1	-6	0.0	-6	95	11	-1	3	-5	-5
29. COc1ccc(NC(=O)CN(C)S(=O)(=O)c2ccc3c(c2)CCC(=O)N3)c(OC)c1
  1.4	6	0.9	8	97	5	11	14	-6	-3
30. Cc1c(Cl)cccc1NC(=S)NCc1ccc(Cl)cc1
  3.5	1	0.2	0	94	13	4	4	-4	-1
31. NS(=O)(=O)c1ccc(CNC(=O)c2ccc3c(=O)n4c(nc3c2)CCC4)cc1
  -0.1	12	-0.2	-1	102	12	1	4	-4	0
32. CCOC(=O)c1ccc(N2C(=O)CC(N(Cc3ccc4c(c3)OCO4)C(=O)Nc3ccccc3)C2=O)cc1 (stereo not drawn)
  -0.7	-1	0.3	-2	96	-18	2	19	-8	-3
33. COc1cc(NC(=O)CSc2cc(C)c3cc(C)cc(C)c3n2)c(C(=O)O)cc1OC
  -0.5	-3	0.0	-1	98	4	-5	-1	-4	-1
34. CC(C)CC(=O)Nc1ccc2c(c1)OCO2
  2.6	8	0.2	5	106	-1	-2	23	-6	4
35. Cc1nc2nc(C)c(CCC(=O)N3CCc4ccccc43)c(C)n2n1
  -2.3	-13	-0.1	4	96	1	7	5	-8	-2
36. Cc1ccc2cc(CCNC(=O)C(=O)c3c[nH]c4ccccc34)c(=O)[nH]c2c1
  0.7	-5	-0.2	1	98	-23	20	1	-2	-5
37. O=C(CSc1nc2ccccc2[nH]1)NC(=O)NCc1ccco1
  -0.1	-5	0.2	-2	88	-9	-2	1	0	2
38. O=C(O)CC(c1ccc(Cl)cc1)n1cccc1 (stereo not drawn)
  0.9	2	0.1	-2	102	-2	-1	3	x	2
39. C=CCOc1ccccc1/C=N/O
  -0.3	5	0.1	2	97	-7	4	1	-7	-4
40. COc1cccc(NC(=O)CN(C)C(=O)CNC(=O)c2ccc3ccccc3c2)c1
  -4.9	3	0.0	11	102	-3	-5	6	-6	2
41. Cc1ccc(S(=O)(=O)N(C)[C@H]2C[C@H]3c4[nH]c5ccccc5c4CCN3C[C@H]2[C@H](C)O)cc1
  x	x	0.0	3	103	-2	-1	x	-8	-1
42. c1ccc2[nH]c3cc4ncnc4cc3nc2c1
  -2.9	-6	0.4	3	116	0	-8	-31	-309	26*
43. CCOC(=O)C1(Cc2ccccc2C(F)(F)F)CCN(C2CCSC2)CC1 (stereo not drawn)
  -0.8	1	-0.1	-3	81	21	2	9	5	0
44. CC(C)NC(=O)c1ccccc1N(Cc1ccccc1)S(C)(=O)=O
  1.1	7	-0.1	2	96	5	1	9	-5	0
45. Cc1ccc(OCCCN2CCOCC2)cc1
  0.7	-3	0.1	6	104	-14	-2	3	0	4
46. COc1ccc(Cl)cc1CN1C(=O)NC2(CCCCCC2)C1=O
  1.1	5	0.0	-4	102	10	-2	11	-4	2
47. COC(=O)CNC(=O)COC(=O)/C=C/c1ccccc1[N+](=O)[O-]
  -1.3	0	0.7	6	102	-6	9	14	-5	0
48. CC(=O)NC(CCS(C)(=O)=O)C(=O)Nc1c(C)cccc1C (stereo not drawn)
  -1.0	x	-0.1	-1	97	-11	12	0	-5	0
49. O=C(CCC(=O)N1CCN(c2ccccn2)CC1)Nc1nnc(C2CCCCC2)s1
  0.2	0	-0.1	3	100	17	3	1	-5	3
50. Cc1csc(=O)n1CC(=O)OCC(=O)N(CC(C)C)c1c(N)n(Cc2ccccc2)c(=O)[nH]c1=O
  0.1	-1	-0.3	0	96	-5	-5	10	-6	1
51. CCC(C)(C)NC(=O)CN(C(=O)CNS(=O)(=O)c1ccccc1)c1ccccc1
  -1.0	-14	-0.2	0	95	-4	9	3	-2	-1
